Screens (PubChem BioAssay)
KDM5B inhibitor – inhibitors of human KDM5B histone demethylase. 220,000 tested, 2.6% active. Q9UGL1. AID 1347165. KDM5B demethylase, FDH-coupled NADH fluorescence (FDH is formaldehyde dehydrogenase). Potency, µM (top dose mostly 57.7 µM), for inactives: at the top dose activity change, negative = inhibition, usual class: inhibitors; active = well fitted inhibition curve with a large enough effect; inconclusive = small, poorly fitted or top-dose-only effect; inactive = no such curve, though single readings can be large or run the other way; note: 0% is about no effect; nearly all actives have a fitted effect of over 70% in size
Target sequence (Q9UGL1 whole entry, looked up): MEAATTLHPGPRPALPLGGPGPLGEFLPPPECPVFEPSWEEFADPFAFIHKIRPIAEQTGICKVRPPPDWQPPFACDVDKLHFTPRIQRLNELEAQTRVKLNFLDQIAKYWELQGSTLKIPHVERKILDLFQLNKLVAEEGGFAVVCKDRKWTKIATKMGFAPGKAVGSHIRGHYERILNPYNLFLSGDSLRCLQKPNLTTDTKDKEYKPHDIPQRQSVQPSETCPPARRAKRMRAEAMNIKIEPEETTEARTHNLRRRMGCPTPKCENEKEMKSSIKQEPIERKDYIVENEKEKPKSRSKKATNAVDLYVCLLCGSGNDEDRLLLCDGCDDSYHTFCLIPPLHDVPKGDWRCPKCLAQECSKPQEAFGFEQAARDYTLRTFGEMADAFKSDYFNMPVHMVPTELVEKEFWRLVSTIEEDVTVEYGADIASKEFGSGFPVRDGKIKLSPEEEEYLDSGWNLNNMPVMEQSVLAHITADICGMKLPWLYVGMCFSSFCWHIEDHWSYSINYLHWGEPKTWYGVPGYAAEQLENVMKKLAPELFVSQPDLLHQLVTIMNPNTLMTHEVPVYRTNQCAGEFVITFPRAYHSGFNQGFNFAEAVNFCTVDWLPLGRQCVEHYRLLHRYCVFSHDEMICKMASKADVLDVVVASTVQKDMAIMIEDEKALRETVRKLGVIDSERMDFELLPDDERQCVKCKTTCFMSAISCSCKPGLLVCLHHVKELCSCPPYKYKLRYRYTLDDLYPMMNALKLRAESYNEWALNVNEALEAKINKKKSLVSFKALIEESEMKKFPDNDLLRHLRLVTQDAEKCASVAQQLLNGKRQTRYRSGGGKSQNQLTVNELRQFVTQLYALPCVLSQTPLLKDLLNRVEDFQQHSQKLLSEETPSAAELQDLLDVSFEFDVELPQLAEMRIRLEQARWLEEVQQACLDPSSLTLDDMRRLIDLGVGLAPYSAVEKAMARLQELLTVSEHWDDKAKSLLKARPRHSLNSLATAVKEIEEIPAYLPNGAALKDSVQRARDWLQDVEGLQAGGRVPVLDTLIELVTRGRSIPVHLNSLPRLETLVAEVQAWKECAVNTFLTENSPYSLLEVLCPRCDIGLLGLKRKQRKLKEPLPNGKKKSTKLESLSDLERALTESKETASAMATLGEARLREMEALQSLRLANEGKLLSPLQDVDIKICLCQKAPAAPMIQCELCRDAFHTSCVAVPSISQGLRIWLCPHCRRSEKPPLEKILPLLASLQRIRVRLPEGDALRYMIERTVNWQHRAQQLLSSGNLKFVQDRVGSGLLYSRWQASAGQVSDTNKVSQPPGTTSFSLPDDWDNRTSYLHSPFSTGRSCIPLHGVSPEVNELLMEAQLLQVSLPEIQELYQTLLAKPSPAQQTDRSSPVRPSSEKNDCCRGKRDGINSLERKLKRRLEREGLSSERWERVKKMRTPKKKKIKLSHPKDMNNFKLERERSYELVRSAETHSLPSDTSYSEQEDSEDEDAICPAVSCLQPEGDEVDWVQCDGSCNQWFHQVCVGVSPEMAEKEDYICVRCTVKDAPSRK
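KDM5BΔAP (200 nM final) in 50 mM HEPES pH 7.5, 0.01% Tween-20 was preincubated 10 min at RT with compound over a concentration range. Substrate mix (H3K4me3 12.5 µM, α-KG 25 µM, Fe²⁺, ascorbate, NAD⁺, FDH) was added, and NADH fluorescence change over 30 min gave dose-response curves.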
An asterisk follows results filed as active; i = inactive; ? = inconclusive; & = joins results of further samples; [ ] = dose if it differs, or a comment. Potency is the fitted concentration of half-maximal effect.

KDM5B inhibitor | SMILES
-5% | CC(C)Oc1ccc(CNC(=O)C2CCN(c3nc4ccccc4nc3C(F)(F)F)CC2)cc1
31%[149 µM] | Cc1noc(C)c1[S+](=O)([O-])N1CCC(N2CCNC2=O)CC1
-11% | O=C(CC(c1cccs1)N1Cc2ccccc2C1=O)Nc1ccc(F)c(Cl)c1 (stereo not drawn)
-13% | CCN(Cc1ccc(Br)s1)C(=O)CCl
1% | O=C(COc1ncnc2ccc(Br)cc12)Nc1ccc(F)cc1F
-8% | COc1ccc(C)cc1NC(=O)N1CC2CC(C1)[C@H]1CCCC(=O)N1C2 (stereo partly drawn)
23% | Cc1ccccc1NC(=O)C(C#N)=C1CCCCCCC1
6% | O=C(Cn1cc(C(F)(F)F)cc(Cl)c1=O)NCCc1ccc(Cl)cc1Cl
-8%[86.2 µM] | Cc1cc2cc(-c3c(C)noc3C)nc(NCCN(C)C)c2o1
15% | CN(CC(=O)Nc1ccc(F)c(F)c1F)C(=O)C1COc2ccccc2O1 (stereo not drawn)
-15%[149 µM] | O=C1NCc2ccccc2CC12CCN(Cc1cccc(O)c1)C2 (stereo not drawn)
-5% | COc1ccc(-c2cc(C[C@@H]3CC[C@H](O)[C@@H](CNC(=O)NCc4ccccc4)O3)no2)cc1
-7% | O=C(NCc1ccco1)C1CCN(C(=O)c2ncn3c2COC(c2ccc(F)cc2)C3)CC1 (stereo not drawn)
-7% | O=C(OC1CO[C@H]2O[C@@H]1[C@H](OC(=O)c1ccccc1)[C@H]2OC(=O)c1ccccc1)c1ccccc1 (stereo partly drawn)
-25% | COC(=O)CNC(=O)N1c2ccccc2CC1c1nc(C(C)C)no1 (stereo not drawn)
-2% | COc1cc(CCC(=O)OCC(=O)Nc2c(F)cccc2F)cc(OC)c1OC
16% | COc1ccc(CNC(=O)c2cnc3c(cnn3C(C)C)c2)cc1
18% | COc1ccc(C(=O)Nc2cccc3ccc(C)nc23)cc1Cl
-6% | CCCCN(CC)C(=O)c1csc(Nc2ccccc2C)n1
? | CCOC(=O)N1CCN(c2nc(N(c3ccccc3)c3ccccc3)nc(-n3ccnc3)n2)CC1
32% | O=C(Nc1ccc(Oc2ccsc2C(=O)O)cc1)c1ccccc1F
22µM* | CC(C)c1noc(-c2cccn3c(CNC(=O)c4cccc(Cl)c4)nnc23)n1
? | CCOc1ccc(CC(=O)NCCc2csc(-c3ccc(Cl)cc3)n2)cc1
? | COC(=O)[C@]12C[C@H](CC(=O)NCc3cccs3)C(=O)N(CCC3=CCCCC3)C1=C[C@H](C(C)C)O[C@@H]2C1CC1
? | Cc1ccc(N=Cc2cccc([N+](=O)[O-])c2)c(C)c1
-27% | CCn1nc(C)c(CNC(=O)C2(CCO)CC23CCOCC3)c1C (stereo not drawn)
11% | C=C(C)Cn1c(NCC)nc2c1c(=O)[nH]c(=O)n2C
11% | CCC(C)NC(=O)C(NC(=O)c1ccc(F)cc1)C1CCN(C(=O)c2cccc(F)c2)CC1 (stereo not drawn)
12% | Cc1cc(NC(=O)CN2CCN(c3ncccn3)CC2)no1
25% | CNC(=O)[C@@H]1CNC[C@H]1c1nc(C)no1

Brought forward from above: four compounds; new compounds follow.
KDM5B inhibitor | SMILES
11% | C=C(C)Cn1c(NCC)nc2c1c(=O)[nH]c(=O)n2C
11% | CCC(C)NC(=O)C(NC(=O)c1ccc(F)cc1)C1CCN(C(=O)c2cccc(F)c2)CC1 (stereo not drawn)
12% | Cc1cc(NC(=O)CN2CCN(c3ncccn3)CC2)no1
25% | CNC(=O)[C@@H]1CNC[C@H]1c1nc(C)no1
? | COc1ccc(N2CCN(CC(O)COc3ccc(F)cc3)CC2)cc1 (stereo not drawn)
? | CN(Cc1ccc(N2CCCCC2)cc1)C(=O)c1ccc2c(c1)C(O)CCCCCN2C (stereo not drawn)
? | COc1ccccc1-c1cc2nc(C)c(CCC(=O)O)c(C)n2n1
-7% | CSc1cccc(NC(=O)Nc2ccc(-c3nnc4n3CCCC4)cc2)c1
-24% | COc1cccc(CN2CCCCC2)c1OC
-11% | COc1ccc(C(C)NC(=O)C2CCN(c3cc(C(F)(F)F)ncn3)CC2)cc1 (stereo not drawn)
17% | CC(=O)N(C1CC1)C1CCOC2(CCN(C(=O)c3nccc4ccccc34)CC2)C1 (stereo not drawn)
-13% | COCC1CN(Cc2c[nH]c3ccccc23)CC12CCNCC2 (stereo not drawn)
10% | CCOC(=O)c1sc(=S)n(-c2ccccc2Cl)c1C
-15%[115 µM] | O=C(NCc1ccc(Cl)nc1)c1cn2c(n1)CN(C(=O)c1cccnc1)CC2
-20% | COc1ccc(C(=O)N2CCC3(CC2)OC(=O)N(Cc2csc(C)n2)C3(C)c2ccccc2)cn1 (stereo not drawn)
-13% | Cc1ccc(N2CC(NC(=O)CCc3ccccc3)CC2=O)cc1 (stereo not drawn)
-17% | Cn1cc(-c2cc3n(n2)CCC(=O)N3CCCC(=O)NCc2ccc(F)cc2)c2ccccc21
? | Cc1ccc(-n2nc(CO)c(C(=O)NCc3ccccn3)n2)cc1
24% | Cc1ccc(C(=O)NCCC(c2ccccc2)c2ccccc2)cn1
? | N#Cc1cccnc1N1CCCC(CO)(CCCc2ccccc2)C1 (stereo not drawn)
? | COCCN1CC(CO)C2(CCN(C(=O)c3cc(Cl)ccc3OC)CC2)C1 (stereo not drawn)
i | COc1ccc(-c2nc(CN3CCN(CCO)CC3)c(C)o2)c2ccccc12
18% | CCc1noc(CN(C(=O)c2oc3ccc(C)cc3c2C)C(C)C)n1
18% | Cc1ccc(-c2nc(CNC(=O)Nc3ccc(F)cc3)c(C)o2)cc1
15% | O=C(C1CCC1)N1CCCc2cc(S(=O)(=O)N3CCN(c4cccc(Cl)c4)CC3)ccc21
-10%[115 µM] | O=C(O)CCC(=O)N1CCOC2(CCN(C(=O)c3ccccc3)CC2)C1
-21% | O=C(Nc1cccc(Cl)c1)N1CCC2(CC1)SCC(=O)N2Cc1ccco1
5% | Cc1cc(C)cc(C(=O)N(Cc2ccco2)C2CC2)c1
24% | O=C(Cc1ccc(F)cc1)N1CC(F)(F)C[C@H]1c1nc(C2CC2)no1
-27% | COc1cc(C(=O)Oc2ccccc2C#N)ccc1OCc1ccc(Cl)cc1
-27% | Cc1ccn2c(Nc3ccc(C(C)C)cc3)c(-c3ccsc3)nc2c1
-14% | Nc1ccc(/C=C/C(=O)c2ccc(F)cc2)cc1
-19% | Cc1cccc(CNC(=O)c2ccc3nc(Cc4ccccc4)oc3c2)c1
3% | CCn1ccc(C(=O)N[C@@H]2CN(Cc3ccccc3)C[C@H]2CN(C)C)n1
12% | Cc1cc(C)c2c(CC(=O)Nc3c(C)cccc3C)coc2c1
? | CC1=C(C(=O)Nc2ccccc2)C(c2cccc(Cl)c2Cl)NC(=S)N1 (stereo not drawn)
21% | COc1ccc(C2CC(c3ccccc3)=NN2C(=O)CSc2nnc(-c3ccccc3)o2)cc1 (stereo not drawn)
? | Cc1cc(-c2cc(C(=O)O)c3ccccc3n2)cc(C)c1C
5% | CN1CCCN(C(=O)c2ccc(Cl)cc2)c2ccccc21
? | Cc1[nH]n(-c2ccccc2)c(=O)c1C(=O)c1ccc(Cl)cc1
-7% | O=C(c1ccncc1)N1CCC(n2cc(-c3nc(-c4ccccc4)no3)nn2)CC1
19% | COc1ccc(Cl)cc1NC(=O)c1nnn(Cc2cccc(C(F)(F)F)c2)c1N
8% | CCCOC(=O)c1ccc(Nc2nc3ccccc3nc2NS(=O)(=O)c2ccc(OC)cc2)cc1
7% | COc1ccc(C)cc1NC(=O)COc1ccc(-c2nnc3n2CCCC3)cc1
-6% | COC(=O)N1CCC2(CC1)CC(=O)N(c1ccccc1)c1ccccc1O2
-18% | Cc1ccc(C(=O)Nc2ccc3c(c2)nc(CSc2nccc(C)n2)n3C)cc1
-7% | Cc1cc(C)c(S(=O)(=O)N2CCN(C(C(=O)NC3CC3)c3ccccc3)CC2)c(C)c1 (stereo not drawn)
15% | O=C(Nc1c(C(=O)N2CCN(c3ccc(F)cc3)CC2)oc2ccccc12)c1ccco1
23% | CCN(CC)c1ccc(C(=O)NCc2nnc3ccc(-c4ccc(OC)cc4)nn23)cc1

Ordered by the number under KDM5B inhibitor (falling): 7 from the list above.
KDM5B inhibitor | SMILES
23% | CCN(CC)c1ccc(C(=O)NCc2nnc3ccc(-c4ccc(OC)cc4)nn23)cc1
21% | COc1ccc(C2CC(c3ccccc3)=NN2C(=O)CSc2nnc(-c3ccccc3)o2)cc1 (stereo not drawn)
19% | COc1ccc(Cl)cc1NC(=O)c1nnn(Cc2cccc(C(F)(F)F)c2)c1N
15% | O=C(Nc1c(C(=O)N2CCN(c3ccc(F)cc3)CC2)oc2ccccc12)c1ccco1
7% | COc1ccc(C)cc1NC(=O)COc1ccc(-c2nnc3n2CCCC3)cc1
-6% | COC(=O)N1CCC2(CC1)CC(=O)N(c1ccccc1)c1ccccc1O2
-7% | Cc1cc(C)c(S(=O)(=O)N2CCN(C(C(=O)NC3CC3)c3ccccc3)CC2)c(C)c1 (stereo not drawn)

Carrying on.
KDM5B inhibitor | SMILES
? | Cc1oc(-c2cccs2)nc1CC(=O)NCCc1cccs1
12% | O=C(O)CCCNC(=O)Cn1ccc2cc(Br)ccc21
18% | Cc1ccc(C(=O)NC(C(=O)NC2CC2)C2CCN(C(=O)c3ccc4c(c3)OCO4)CC2)cc1 (stereo not drawn)
-3% | Cc1ccnc(NC(=O)CCC(=O)N(CC(=O)NCc2ccccc2)Cc2ccc(F)cc2)c1
-6% | CC1CCN(S(=O)(=O)c2ccc3c(c2)oc(=O)n3CC(=O)N2CCCCC2)CC1
15% | CC(C)Sc1nc(N2CCCCC2)c2c(c1C#N)CCCC2
19% | N=c1sccn1CC(=O)Nc1cccc(S(N)(=O)=O)c1
-29% | COc1ccc2nc(/C(C#N)=C\c3ccc(C)o3)[nH]c2c1
-22% | CCc1ccc(NC(=O)c2ccc(CN3CC(=O)N4CCCCC4C3=O)cc2)cc1 (stereo not drawn)
? | Cc1cc(C)cc(OCC(=O)N(Cc2ccco2)Cc2ccccc2Cl)c1
15% | CCC(CCNC(=O)c1cc(C)nc2ccccc12)NC(=O)c1cc(C)nc2ccccc12 (stereo not drawn)
? | CC(Oc1ccccc1)C(=O)Nc1cccc(-c2cn3cccnc3n2)c1 (stereo not drawn)
? | Cc1ccc2nc(CO[C@H]3CN(Cc4ncc[nH]4)C[C@H]3F)[nH]c2c1
-10% | CCCCCc1ccc(-c2ccc(Br)cc2)nc1
-18% | CC(=O)N1CCC([C@@H]2CN(C(=O)c3nccc4ccccc34)C[C@H]2CO)CC1
-23% | CC1CCCCN1CCCNC(=O)c1cc(C2CC2)nc2ccccc12 (stereo not drawn)
-10% | Cc1nc2cc(F)ccc2cc1C(=O)NC1CCC(C)CC1 (stereo not drawn)
? | CCN1CCN(c2oc(-c3ccc(Cl)cc3)nc2C#N)CC1
? | Oc1cc(-c2cccc(Cl)c2)cc2c1OCCN(Cc1noc(C3CC3)n1)C2
17% | COC(=O)c1nnn(-c2cccc(C)c2)c1C(=O)OC
-13% | Cc1cc2oc(C(=O)N(Cc3cccs3)C3CCS(=O)(=O)C3)cc(=O)c2cc1Cl (stereo not drawn)
8% | COc1ccc(CCNc2oc(C(C)C)nc2C#N)cc1
2% | COc1cc(OC)cc(C(=O)N2CCN(c3cc(=O)n4nc(-c5ccccc5C)sc4n3)CC2)c1
16% | CN1C(=O)[C@H](Cc2ccc([N+](=O)[O-])cc2)NC1=S
-1% | CCOC(=O)c1ccccc1NC(=O)CSc1c(C)cnc2c1c(=O)n(C)c(=O)n2C
14% | COCc1noc([C@@H]2CN(C(=O)c3cccc(C)c3)C[C@H]2COC)n1
-13% | COc1ccc(C23CC4CC(CC(C(=O)N(C)Cc5ccc(OC)c(OC)c5)(C4)C2)C3)cc1
? | COc1ccc2nc(C)c(C(=O)Oc3ccc(C4SCCS4)cc3OC)cc2c1
-18% | CCSc1ncc(Cl)c(C(=O)Nc2c(C(=O)Nc3cccc(C)c3)oc3ccccc23)n1
32µM* | CCOc1ccccc1C(=O)N1CCC2(CC1)CN(c1ncccn1)CC2CO (stereo not drawn)
? | COc1cccc(S(=O)(=O)N2C[C@@H](F)C[C@H]2C(=O)N2CCc3ccccc3C2)c1
-4% | CN1C[C@@H](NC(=O)c2ccc(C#N)cc2)C[C@H]1c1nc(-c2ccc(OC(F)(F)F)cc2)no1
-3% | CCOC(=O)c1c(S(=O)(=O)NCC(=O)N2CCN(c3ccccc3)CC2)c(C)n(C)c1C
-21% | O=C(O)c1ccn2c(C(=O)c3ccc(Cl)cc3)c(-c3ccccc3)cc2c1
-22%&-12% | CC1CCN(CC2CCCCCN2)CC1 (stereo not drawn)
19% | COC(=O)C1=C(C(=O)OC)SC(=C(Cl)C(=S)NCc2ccccc2)S1
5% | CCCc1noc(Cn2c(=O)c(C#N)cn(C3CC3)c2=O)n1
-8% | CC(NC(=O)CCC1CCCCC1)C1CCCO1 (stereo not drawn)
11% | CC(C)n1cc(C(=O)N2CCCC(N3CCN(c4ccc(F)cc4)CC3)C2)cn1 (stereo not drawn)
? | O=C(c1ccncc1)N1CC[C@](O)(c2ccccc2)[C@H](N2CCCC2)C1
-17% | Cc1ccc(S(=O)(=O)NCCCN2CCCC2)cc1
? | COc1cccc(C(=O)NC2CCN(c3cc(-c4ccccc4)[nH]n3)C2)c1 (stereo not drawn)
? | C/C(=C\c1ccccc1)CN1CCC2(CC1)Cc1ccccc1CNC2=O

This is a subset; the hit share may differ from the screen's.
